Screens from PubChem BioAssay.
hiPSC survival: increases survival of single human iPS cells. hiPSC single-cell survival, ATPlite luminescence; 100% = ROCK inhibitor wells, 0% = DMSO. survival enhancement, % at 20 µM. 360,000 tested, 0.044% active. AID 602274; in the data active means survival enhancement above about 18%;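 further: cells exposed to compounds for 16 hours before the ATP read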
Cardio protect: protects H9c2 cardiomyocytes from peroxide injury. H2O2 injury protection, ATPLite, 2 h. protection from H2O2 cell death, % at 20 µM. 360,000 tested, 0.63% active;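 active means compounds giving at least 50% protection of heart cells from peroxide-induced death in the single-dose screen, raw or plate-pattern-corrected value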;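 further: 0% = DMSO wells with peroxide and 100% = DMSO wells without peroxide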
MITF TRPM1 inh: reduces MITF-dependent TRPM1 promoter luciferase signal | SK-MEL-5 TRPM1 promoter luciferase, 24 h | inhibition, % at 12.5 µM | 330,000 tested, 0.83% active;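 active means mean inhibition across replicates of 60% or more, whatever share of single replicates reaches that level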; further: values of inactives mirror those of a sister screen read the other way
HTR2A ag: mouse HTR2A agonism via beta-arrestin recruitment. P35363. CHO-K1 mHTR2A beta-arrestin complementation, luminescence; percent of 30 µM serotonin response. activation, % at 7.6 µM. 360,000 tested, 0.66% active. AID 624169;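 active means activation above a run cutoff, the mean activation of all tested compounds plus 3 SD, cut at about 14% in these data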;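 further: 0% = plate median of compound wells and 100% = 30 µM serotonin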
CaV13 ICDI inh: Disruptors of the CACNA1D IQ motif to Ca2+-dependent inactivation inhibitor domain association, primary screening, Förster resonance energy transfer in intact living …; HEK cells, CFP/YFP FRET ICDI-IQ, plate reader, 10 min; percent FRET-ratio fall versus neutral wells; inhibition, % at 12.3 µM; 340,000 tested, 0.098% active;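 active means mean replicate inhibition of at least 30% and at least 1% of replicates passing that level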;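 further: 0% = median of the neutral control wells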
NR2E3 ag-1: agonists of human nuclear receptor NR2E3 | AID 2300 | Q9Y5X4 | 320,000 tested, 0.12% active | GST-NR2E3/biotin-RetCOR TR-FRET, 1536-well | inhibition of corepressor binding, % at 4.78 µM;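 active means percent inhibition above the cutoff of mean plus 3 SD of all tested compounds, set per screening campaign, cut at about 20% in these data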;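 further: 0% = DMSO wells and 100% = biotin wells as full block of FRET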
Target sequence (Q9Y5X4 whole entry, looked up): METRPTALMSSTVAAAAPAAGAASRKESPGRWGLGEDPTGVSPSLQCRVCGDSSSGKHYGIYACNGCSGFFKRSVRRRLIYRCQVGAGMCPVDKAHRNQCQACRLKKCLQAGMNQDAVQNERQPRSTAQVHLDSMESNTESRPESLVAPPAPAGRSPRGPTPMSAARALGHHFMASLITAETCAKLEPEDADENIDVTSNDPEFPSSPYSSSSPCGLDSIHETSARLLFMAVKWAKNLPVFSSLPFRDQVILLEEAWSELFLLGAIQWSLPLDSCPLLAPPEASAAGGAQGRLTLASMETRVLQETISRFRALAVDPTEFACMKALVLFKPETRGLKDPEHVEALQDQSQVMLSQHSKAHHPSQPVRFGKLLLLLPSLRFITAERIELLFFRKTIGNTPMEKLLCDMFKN
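System: GST-tagged NR2E3 plus biotinylated RetCOR corepressor; Buffer or medium: pH 7.5 Tris-based buffer; Probe or stimulus: RetCOR corepressor, biotinylated, 7 nM; Doses: compound at 4.8 µM, single dose; Schedule: 5 h incubation at 4 °C; Technique: time-resolved FRET; Evaluation: percent inhibition of TR-FRET ratio; Replication: one well per compound, singlicate testing.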
NR2E3 ag-2: activates human NR2E3 receptor. Q9Y5X4. 360,000 tested, 0.35% active. AID 602229. inhibition of corepressor binding, % at 3.98 µM. CHO-S Gal4-NCOR/VP16-NR2E3 two-hybrid, luciferase;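 active means inhibition above the mean of all tested compounds plus 3 SD, cut at about 70% in these data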;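 further: 0% = DMSO with NR2E3 transfected cells and 100% = cells lacking NR2E3 construct; higher means lower luciferase signal from less NR2E3 corepressor binding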
Shn3 3UTR inh: inhibitors of Schnurri-3 3'UTR reporter in osteoblasts | Clone20 osteoblast Shn3 3'UTR firefly luciferase, 24 h | inhibition, % at 12.5 µM | 360,000 tested, 0.52% active;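 active means mean inhibition of at least 75% with every replicate also reaching 75%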;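 further: 0% = median of neutral control wells and 100% = pilot-screen positive control compound; some compounds past the cut are filed as inactive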
HIF-2a block: HIF-2a inhibition | 786-0 RCC cells HIF-2a reporter, luciferase luminescence, overnight | 360,000 tested, 0.72% active | AID 624352 | inhibition, % at 18.8 µM;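 active means inhibition of the luminescence signal of 40% or more relative to plate controls, in a single-dose primary screen at 18.75 µM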
Peg3 prom inh: reduces Peg3 promoter-driven luciferase expression in HeLa | HeLa PEG-Prom luciferase reporter, luminescence, overnight | 360,000 tested, 1.7% active | inhibition, % at 20 µM;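 active means inhibition of at least 50% at 20 µM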
PDI inh: blocks human protein disulfide isomerase activity; P07237; 350,000 tested, 0.052% active; PDI insulin aggregation turbidity, A650, 90 min; inhibition, % at 10 µM;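 active means mean inhibition across replicates of 30% or more, whatever share of single replicates reach that level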;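 further: absorbance from insulin aggregation driven by PDI reduction with DTT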
Target sequence (P07237 whole entry, looked up): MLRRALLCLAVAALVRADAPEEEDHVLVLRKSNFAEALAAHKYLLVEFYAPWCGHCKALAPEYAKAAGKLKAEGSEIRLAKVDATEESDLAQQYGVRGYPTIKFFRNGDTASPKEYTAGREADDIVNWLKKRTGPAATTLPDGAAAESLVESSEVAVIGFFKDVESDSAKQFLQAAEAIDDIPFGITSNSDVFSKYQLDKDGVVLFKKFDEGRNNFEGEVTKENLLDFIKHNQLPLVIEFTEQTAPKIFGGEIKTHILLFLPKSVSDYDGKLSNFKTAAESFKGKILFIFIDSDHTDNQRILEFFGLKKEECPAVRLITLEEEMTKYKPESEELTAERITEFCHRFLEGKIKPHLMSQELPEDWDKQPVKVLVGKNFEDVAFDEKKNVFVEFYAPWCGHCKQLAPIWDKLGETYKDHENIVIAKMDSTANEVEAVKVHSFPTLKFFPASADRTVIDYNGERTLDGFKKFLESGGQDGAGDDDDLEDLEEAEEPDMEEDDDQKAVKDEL
Active calls of the source: *; · = no result given.

SMILES | hiPSC survival | Cardio protect | MITF TRPM1 inh | HTR2A ag | CaV13 ICDI inh | NR2E3 ag-1 | NR2E3 ag-2 | Shn3 3UTR inh | HIF-2a block | Peg3 prom inh | PDI inh
CCOC(=O)c1c(C)c(C(=O)N2CCCCCC2)c(C)n1CC | 4.4 | 1 | 15 | -2 | -8 | 2 | -18 | 9 | 6 | 12 | 8
Cc1sc2ncn(CC(=O)NCCCC(=O)N3CCC(C(N)=O)CC3)c(=O)c2c1C | 0.1 | -5 | 3 | -2 | -3 | -2 | 1 | 6 | 11 | 1 | 3
N/C(=N\OC(=O)CCn1cccc(C(F)(F)F)c1=O)c1ccc(OC(F)(F)F)cc1 | 0.2 | 3 | · | -2 | 1 | 1 | -13 | -25 | 8 | -2 | 1
O=C1C2=C(c3ccccc31)[N+](=O)C1CCCCC1N2[O-] (stereo not drawn) | -0.2 | -5 | -23 | 2 | · | -4 | -19 | -16 | -31 | -51 | 4
O=C(O)CC(SCC(=O)Nc1ccc(Br)cc1)C(=O)O (stereo not drawn) | -1.6 | -4 | -12 | 1 | -4 | 3 | 7 | -2 | 3 | -2 | 0
Fc1ccc(CCNc2ncnc3[nH]ncc23)cc1 | 0.3 | -10 | -45 | -1 | -17 | · | -54 | 32 | -93 | -61 | 6
COc1ccc(NC(=O)Cn2nnc(C(=O)NCCc3ccc(OC)c(OC)c3)c2N)cc1 | -2.7 | -2 | 2 | 1 | -5 | -3 | 11 | -5 | 7 | -3 | -7
CC1(C)C2CCC1(C)C(OC(=O)CCn1ccnc1)C2 (stereo not drawn) | 7.5 | -6 | -1 | -4 | · | -2 | 8 | 3 | 12 | 10 | -1
CCCN(CCO)Cc1ccc(F)c(Br)c1 | 2.2 | 1 | -10 | -3 | -4 | 0 | -9 | -19 | 15 | -5 | 4
O=C(CCCn1cnc([N+](=O)[O-])n1)Nc1ccc(F)c(Cl)c1 | -0.8 | -5 | -8 | -2 | 2 | 1 | 5 | -58 | 3 | 12 | 14
Cc1cc(/C=C2/C(=O)NN(c3ccccc3)C2=O)c(C)n1-c1ccc(O)cc1 | -2.5 | -18 | 2 | 0 | -4 | 0 | 11 | -4 | -1 | -59 | -6
Cc1cc(Cl)c(S(=O)(=O)NC(C)C)cc1OCC(N)=O | 2.9 | 0 | 4 | 1 | -4 | -1 | -2 | -5 | 14 | 7 | 4
COc1ccc(/C=N/N2CCOCC2)cc1COc1ccc(Cl)cc1 | 1.4 | 2 | 12 | -3 | -3 | -4 | 7 | -31 | -13 | 9 | -5
CC(OC(=O)CN1C(=O)NC2(CCCC2)C1=O)c1ccc(F)cc1 (stereo not drawn) | -1.7 | 5 | 2 | 9 | -16 | 1 | -4 | 17 | 11 | 11 | 0
Cn1nnnc1SC(C(=O)Nc1cccc(C(F)(F)F)c1)c1ccccc1 (stereo not drawn) | -0.6 | -2 | -6 | -4 | -5 | -2 | -9 | -3 | 31 | 30 | -2

An excerpt from above in order of the CaV13 ICDI inh value, descending:
Compound | MITF TRPM1 inh | HTR2A ag | CaV13 ICDI inh | NR2E3 ag-1 | NR2E3 ag-2 | Shn3 3UTR inh | HIF-2a block | Peg3 prom inh | PDI inh
COc1ccc(/C=N/N2CCOCC2)cc1COc1ccc(Cl)cc1 | 12 | -3 | -3 | -4 | 7 | -31 | -13 | 9 | -5
CCCN(CCO)Cc1ccc(F)c(Br)c1 | -10 | -3 | -4 | 0 | -9 | -19 | 15 | -5 | 4
CCOC(=O)c1c(C)c(C(=O)N2CCCCCC2)c(C)n1CC | 15 | -2 | -8 | 2 | -18 | 9 | 6 | 12 | 8

Later entries
SMILES | hiPSC survival | Cardio protect | MITF TRPM1 inh | HTR2A ag | CaV13 ICDI inh | NR2E3 ag-1 | NR2E3 ag-2 | Shn3 3UTR inh | HIF-2a block | Peg3 prom inh | PDI inh
Cc1ccc(N(Cc2cc(=O)[nH]c3ccccc23)C(=O)C(C)C)c(C)c1 | -0.6 | 5 | 21 | -2 | -6 | 1 | -24 | 28 | 11 | 18 | 11
CC(C)(C)OC(=O)NCCCC[C@H](NC(=O)c1nc[nH]c1C(=O)NCc1ccc(CNC(=O)OC(C)(C)C)cc1)C(=O)OC(C)(C)C | -1.3 | 1 | 8 | 3 | -9 | 3 | -11 | 17 | 10 | 10 | 6
OC(Cc1ccccc1Br)c1ncc(-c2ccc(Cl)cc2)[nH]1 (stereo not drawn) | -2.7 | -15 | · | -4 | -7 | · | -36 | 2 | -146 | -39 | -5
Cc1nn(-c2ccccc2)c2c1C(c1ccc(O)c(O)c1)N1C(=N2)C(Nc2ccccc2)=Nc2ccccc21 (stereo not drawn) | 6.3 | 26 | -1 | -2 | · | 1 | -7 | -4 | 18 | 21 | -6
O=C(/C=C/[C@H]1O[C@@H](n2cnc3c(NC(=O)c4ccccc4)ncnc32)[C@H](O)[C@@H]1O)NCCCN1CCCC1=O | 0.1 | 0 | · | -2 | -5 | · | -15 | -12 | -2 | -39 | ·
COc1ccc(CNC(=O)/C=C/c2ccccc2[N+](=O)[O-])cc1 | -2.3 | -1 | 2 | -4 | -1 | 7 | -20 | -9 | -61 | -33 | 13
COc1ccc(S(=O)(=O)N2CCN(C(=O)CCSc3ccccc3)CC2)cc1 | 0.7 | -9 | 0 | 6 | -6 | 6 | -13 | 6 | -14 | -14 | -2
CNc1ccccc1C(=O)OCC(C)=O | -0.6 | 6 | 1 | 2 | · | 5 | -2 | -10 | 6 | 13 | -3
O=S(=O)(c1ccccc1)c1cc(O)ccc1O | 0.4 | 41 | 3 | -1 | -2 | 2 | -5 | 79 | -2 | 28 | 2
O=C(COC(=O)Cn1cnc2ccccc21)Nc1cccc([N+](=O)[O-])c1 | -1.0 | -1 | -2 | -2 | -7 | 1 | -19 | 4 | 3 | -7 | -4
Cc1nc2ccccn2c1C(=O)NNS(=O)(=O)c1ccc(Cl)cc1 | -0.3 | -3 | 12 | 0 | -4 | -1 | 12 | 19 | 23 | 18 | -4
COc1ccc(S(=O)(=O)N2CCCCC2)cc1NC(=O)CSc1ncccn1 | 0.0 | -8 | -2 | -7 | -5 | 3 | -23 | -5 | 14 | 14 | -12
Cc1nc(N)nc(SCc2ccc([N+](=O)[O-])cc2)c1N | -0.5 | 0 | 3 | -3 | -20 | -2 | -11 | 4 | -11 | 16 | -2
O=C(NCCCc1ccccc1)C1CCN(S(=O)(=O)c2ccc(F)cc2)CC1 | 0.4 | -1 | 3 | 0 | -6 | -6 | 26 | 12 | 5 | 7 | 6
O=C(c1cccc(-c2cncc3nccn23)c1)N1CCOCC1 | 0.5 | -1 | · | 2 | -3 | · | -9 | -15 | 4 | -10 | -7
CCC(C)C(=O)Nc1ccc(S(=O)(=O)Nc2nccs2)cc1 (stereo not drawn) | -0.5 | 3 | 10 | 8 | -20 | 5 | -26 | 6 | 13 | 4 | -17
O=C(CCS(=O)(=O)c1ccc(Cl)cc1)Nc1ccccc1Br | 3.1 | -1 | -2 | 9 | -2 | 2 | 7 | -11 | 9 | 12 | -5
COc1ccc(N2CC(C(=O)N(C)CC(=O)Nc3ccc(Cl)c(C(F)(F)F)c3)CC2=O)c(OC)c1 (stereo not drawn) | -0.5 | -6 | -3 | -4 | -6 | 1 | 22 | 16 | 11 | 20 | 3
CCN(CC)c1ccc(/C=C2\C(=O)N(c3nnc(C)c(=O)[nH]3)N=C2C)cc1 | -0.5 | 4 | 2 | -1 | -13 | -1 | 1 | 2 | 13 | 13 | 2
CC(OC(=O)CCCSc1nc2ccccc2s1)C(=O)NC(N)=O (stereo not drawn) | -0.6 | -4 | 7 | 2 | -3 | 4 | -1 | -6 | 50* | 22 | 0
COc1cc(C(=O)N/N=C/c2cn(Cc3cccc(F)c3)c3ccccc23)ccc1O | -0.1 | -3 | 9 | 0 | -6 | · | -4 | 14 | -7 | 7 | 1
CC(C)(C)C1=CC(=O)C(N2CCOCC2)=CC1=O | -2.7 | -14 | 7 | 5 | -5 | -5 | -13 | 19 | 7 | 36 | -1
COc1ccc(N2CC(C)Cn3c2nc2c3c(=O)n(CCc3ccccc3)c(=O)n2C)cc1 (stereo not drawn) | 2.9 | 16 | -2 | 6 | -7 | · | -6 | 15 | 20 | 10 | -7
Cc1ccc(S(=O)(=O)N(C)C)cc1NC(=O)COC(=O)c1n[nH]c(=O)c2ccccc12 | 0.0 | 11 | 13 | 4 | -4 | 1 | -15 | -7 | 17 | 8 | -6
c1ccc(-c2cn(-c3ccccc3)c3[n+]2CCCS3)cc1 | -0.4 | -14 | 17 | 7 | -14 | 3 | -23 | 76 | 18 | 13 | -2
CCOc1cc(NC(=S)NCCCN(C)C)c(OCC)cc1NC(=O)c1cccs1 | -0.3 | 7 | 4 | -4 | -4 | -1 | 4 | -17 | 12 | -34 | -4
C=CCN(CC=C)S(=O)(=O)c1ccc(NC(=S)NC(=O)/C=C/c2ccccc2)cc1 | 1.2 | -12 | 4 | 4 | -4 | 1 | -5 | 6 | -4 | 1 | -6
O=C(CCN1C(=O)S/C(=C\c2ccccc2)C1=O)Nc1ccc(S(=O)(=O)Nc2nccs2)cc1 | 0.9 | -14 | 2 | -6 | · | 1 | -15 | 1 | 5 | -11 | 11
CCOC(=O)/C(=N/Nc1ccccc1)c1csc(Nc2ccccc2)n1 | -0.8 | -19 | -8 | 2 | -8 | -1 | -25 | -8 | -23 | 3 | -1
NC(=O)C1CCN(c2ncnc3c2c(-c2ccccc2)cn3-c2ccccc2)CC1 | 0.4 | 43 | -5 | -2 | -5 | -1 | -10 | -10 | 22 | 61* | 19
Cc1ccc(Cl)cc1N1CCN(C(=O)CCS(=O)(=O)c2ccc3c(c2)NC(=O)CO3)CC1 | -0.5 | -4 | 4 | -4 | -14 | -1 | 6 | 41 | 13 | 33 | -8
Cc1nc(C(=O)N(C)C)nn1-c1ccc(Cl)cc1Cl | -0.7 | 3 | 5 | -2 | -4 | 1 | 2 | 2 | 27 | 7 | 2
CCc1ccc(NC(=O)Cn2cccc2)cc1 | 2.7 | -4 | -23 | -7 | -4 | 2 | -20 | -10 | -38 | -39 | 13
CC(C)(C)CC(=O)Nc1cc2c3c(c1)CCC(=O)N3CCC2 | -0.4 | 0 | 2 | 2 | -2 | 1 | 15 | -13 | 5 | -18 | 4
O=C(COC(=O)Cc1ccccc1F)NCCNC(=O)COC(=O)Cc1ccccc1F | 1.0 | -4 | 7 | 6 | -3 | 5 | -12 | -2 | 13 | 8 | -11
Cc1nnc(SCC(=O)Nc2sccc2C#N)s1 | 0.6 | 2 | 11 | 4 | -12 | 1 | -10 | 8 | -31 | -26 | 11
Cc1cc(C)c(S(=O)(=O)NCCCn2ccnc2)cc1C | -0.3 | -2 | 4 | -2 | -19 | 1 | -6 | -99 | 21 | 13 | 1
CCOc1ccccc1N(CC(=O)NCC1CCCO1)C(=O)CCC(=O)Nc1cc(C)on1 (stereo not drawn) | -0.6 | 2 | 5 | 5 | -4 | -3 | -25 | -6 | 9 | -6 | -4
Cc1sc2ncnc(SCC(=O)N3CCCC3=O)c2c1C | -1.3 | 11 | 8 | 4 | · | 3 | -4 | -11 | 0 | 2 | 0

The order is random; 3.9% or so of the library scored in one or more.
